NPY-Y1 antag – NPY-Y1 receptor antagonists, primary screen, cell-based | inhibition, % at 3.6 µM | HEK293-CNG Y1 cells, membrane potential fluorescence; NPY at EC95, then isoproterenol | 1% of 200,000 active | Neuropeptide Y receptor type 1 (Homo sapiens), P25929 | AID 1040, 2008;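 active means inhibition above the campaign mean inhibition of all tested compounds plus 3 SD, cut at about 20% in these data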;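 further: 0% = DMSO wells given NPY plus isoproterenol and 100% = isoproterenol alone without NPY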
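material = HEK293 cells with Y1 receptor plus CNG channel | also added = NPY 25 nM then isoproterenol 1 µM plus Ro 20-1724 25 µM | schedule = dye 3 h, compound 60 min room temperature, stimulation 45 min | measured by = membrane potential fluorescence | benchmarks = high control isoproterenol alone, low control NPY with isoproterenol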
RBBP9 inh – human RBBP9 inhibitors, primary screen, biochemical, fluorescence polarization, FP-Rh probe, HTS; Serine hydrolase RBBP9 (Homo sapiens), O75884; recombinant RBBP9; inhibition, % at 7.94 µM; 0.2% of 220,000 active; AID 1515, 2009;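 active means inhibition above the campaign mean of all tested compounds plus 3 SD, cut at about 14% in these data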;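 further: plate controls were DMSO wells with RBBP9 for no effect and wells lacking RBBP9 protein for full effect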
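Test system – recombinant human RBBP9 · Input – RBBP9 2.5 µM in dispensing solution, pre-mixing · Medium – Tris buffer pH 8.0, NaCl, Pluronic · Schedule – preincubation 30 min plus labeling 45 min at 25 °C · Measured by – fluorescence polarization · Measure – % inhibition · Controls – DMSO and no-protein wells · Replicates – one well per compound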
NPY-Y2 PAM-ag – NPY-Y2 potentiators or agonists, primary screen, cell-based. Neuropeptide Y receptor type 2 (Homo sapiens), P49146. cells expressing NPY-Y2, potentiator/agonist read-out. activation, % at 3.6 µM. 0.45% of 220,000 active. AID 1359, 2008; in the data active means activation above about 27%;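 further: cells stimulated with NPY near EC25 plus isoproterenol at EC100; 0% = vehicle plus submaximal agonist and 100% = vehicle plus saturating agonist; some results beyond the cut were filed as inactive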
Ba/F3 V617F tox – reduced viability of JAK2V617F-dependent Ba/F3 cells, primary screen, JAK2V617F inhibitor project, cell-based, Ba/F3 EpoR-JAK2V617F, luminescence; inhibition, % at 5.6 µM; AID 1446, 2008; 1.1% of 220,000 active; ATP luminescence;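 active means inhibition above the campaign mean plus 3 SD over all tested compounds, cut at about 24% in these data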;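 further: cytokine-independent growth of Ba/F3 cells driven by EpoR plus mutant JAK2; 0% = DMSO-treated cells and 100% = JAK inhibitor I control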
S1P4 antag – S1P4 receptor antagonists, primary screen, cell-based | Sphingosine 1-phosphate receptor 4 (Homo sapiens), O95977 | S1P4-expressing cells, antagonist mode, reporter read-out | inhibition, % at 4.98 µM | 0.26% of 220,000 active; in the data active means inhibition above about 29%;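 further: 0% = wells stimulated with agonist and 100% = vehicle wells without agonist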
Target sequence (O95977 whole entry, looked up): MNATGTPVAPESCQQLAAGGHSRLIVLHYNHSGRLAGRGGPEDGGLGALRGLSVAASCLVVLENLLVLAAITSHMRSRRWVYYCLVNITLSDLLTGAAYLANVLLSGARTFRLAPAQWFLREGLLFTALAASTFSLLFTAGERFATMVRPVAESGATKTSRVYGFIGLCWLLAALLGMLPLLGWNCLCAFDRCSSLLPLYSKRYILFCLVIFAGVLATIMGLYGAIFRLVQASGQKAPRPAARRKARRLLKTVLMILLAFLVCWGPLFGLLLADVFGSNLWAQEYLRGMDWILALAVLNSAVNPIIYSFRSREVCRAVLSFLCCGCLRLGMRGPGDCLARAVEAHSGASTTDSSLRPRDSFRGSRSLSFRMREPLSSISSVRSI
BaF3 tox – parental Ba/F3 cell viability inhibition, counter-screen for JAK2V617F inhibitor project, murine pro-B, CellTiter-Glo luminescence; CellTiter-Glo ATP luminescence; inhibition, % at 5.6 µM; 1.1% of 220,000 active; AID 1486, 2009;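 active means inhibition above a per-campaign cutoff, the mean inhibition of all tested compounds plus 3 SD, cut at about 27% in these data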;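 further: 0% = DMSO wells and 100% = JAK Inhibitor I control wells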
NPY1 pot ag – NPY-Y1 receptor potentiators or agonists, primary screen, cell-based; Neuropeptide Y receptor type 1 (Homo sapiens), P25929; NPY-Y1 expressing cells, potentiator/agonist activation; activation, % at 3.6 µM; 0.37% of 220,000 active; AID 1304, 2008; in the data active means activation above about 33%, passing the limit was not always enough;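 further: cells stimulated with NPY at EC10 then isoproterenol at EC100; 0% = low agonist plus stimulus and 100% = saturating agonist plus stimulus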
Runt-CBFb FRET – inhibitors of RUNX1 Runt–CBFb binding, primary screen, biochemical, FRET, Cerulean-Runt, Venus-CBFb, uHTS; inhibition, % at 20 µM; Cerulean-Runt/Venus-CBFb FRET ratio 530/480, 1 h; 0.46% of 220,000 active; Runt-related transcription factor 1 (Homo sapiens) + Core-binding factor subunit beta …; AID 1496, 2009;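 active means inhibition over about 50% at 20 µM in the single-dose screen, limit read from the data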;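 further: 0% = DMSO wells and 100% = excess unlabeled CBFb competitor control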
Target sequence (Q01196 whole entry, looked up): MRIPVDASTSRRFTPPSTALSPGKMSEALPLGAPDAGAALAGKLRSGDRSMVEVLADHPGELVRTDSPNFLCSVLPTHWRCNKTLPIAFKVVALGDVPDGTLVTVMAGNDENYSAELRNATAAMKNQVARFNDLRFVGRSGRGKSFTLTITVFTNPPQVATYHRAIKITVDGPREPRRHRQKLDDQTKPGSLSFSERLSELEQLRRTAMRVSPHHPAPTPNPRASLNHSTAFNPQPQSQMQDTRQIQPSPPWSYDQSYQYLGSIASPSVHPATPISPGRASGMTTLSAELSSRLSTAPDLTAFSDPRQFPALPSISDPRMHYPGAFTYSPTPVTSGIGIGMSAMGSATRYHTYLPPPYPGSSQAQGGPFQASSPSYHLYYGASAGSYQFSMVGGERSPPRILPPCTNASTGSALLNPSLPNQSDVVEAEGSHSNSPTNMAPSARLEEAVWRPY
Target sequence (Q13951 whole entry, looked up): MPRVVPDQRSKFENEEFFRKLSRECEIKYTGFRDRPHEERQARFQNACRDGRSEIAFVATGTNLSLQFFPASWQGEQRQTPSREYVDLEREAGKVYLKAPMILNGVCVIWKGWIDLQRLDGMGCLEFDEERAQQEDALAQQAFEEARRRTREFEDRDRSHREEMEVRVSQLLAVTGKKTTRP
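Doses: 20 µM compound in 1% DMSO | Material: Cerulean-labeled Runt domain protein | Amount: Each fluorescent fusion protein 100 nM | Schedule: Two 1 h room-temperature incubations shielded from light | Measured by: FRET fluorescence | Evaluation: Loss of energy transfer signal | Controls: Unlabeled CBFb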
S1P4 agonist – S1P4 receptor agonists, primary screen, cell-based | S1P4-expressing cell line, agonist reporter assay | 0.35% of 220,000 active | activation, % at 4.98 µM | AID 1509, 2009; in the data active means activation above about 11%;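 further: 0% = DMSO vehicle and 100% = reference agonist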
* marks the source's active call; other numbers are inactive results; / = not tested or not shown.

Every second line gives: S1P4 antag, NPY-Y2 PAM-ag, Ba/F3 V617F tox, NPY1 pot ag, S1P4 agonist, Runt-CBFb FRET, NPY-Y1 antag, BaF3 tox, RBBP9 inh
O=C(Nc1cccc(-c2cnc3ccccc3n2)c1)c1ccc(Cl)cc1
  -3, 0, 1, -1, 2.6, 0, 2, 2, -10
Cc1cc(N/N=C/c2cccc(Cl)c2)nc(NCc2ccccc2)n1
  -6, -5, -5, -20, 0.1, 0, 18, 2, -9
O=C(COC(=O)c1cccs1)NCCCc1ccccc1
  -7, -4, -5, 7, 0.0, 1, 9, 5, 0
CN(C(=O)COC(=O)c1c[nH]c(=O)[nH]c1=O)C1CCCCC1
  4, 3, -4, 11, 1.9, 1, 2, -2, -4
CCOC(=O)Cn1nc(-c2ccccc2)ccc1=O
  -18, 9, -1, 7, 0.8, 0, 1, 6, -2
COCCn1c(=NC(=O)CSCC(=O)Nc2cc(C)on2)sc2cc(C(=O)OC)ccc21
  -12, -15, -1, -23, -1.3, -2, 9, 2, 1
O=C1CN(C(=O)COC(=O)c2ccccc2NC(=O)c2ccco2)c2ccccc2N1
  -8, -9, -3, -5, -3.1, 0, -5, 2, -7
CC(=O)c1cccc(NC(=O)c2ccc(Br)o2)c1
  -1, 8, -3, 1, -0.6, -2, 0, 5, -3
O=C(O)c1nnn(-c2ccc([N+](=O)[O-])cc2)c1-c1ccccc1
  -21, 7, -4, 18, 2.1, 0, /, 0, -9
COc1ccc(NC(=O)C2CCCN(S(=O)(=O)c3c(C)[nH]c(=O)[nH]c3=O)C2)cc1 (centres undefined)
  -9, -13, 4, -11, 1.0, 0, 5, 6, -9
Cc1nc2ccc3nc(NC(=O)c4ccc(S(=O)(=O)N5CCOCC5)cc4)sc3c2s1
  -13, -3, -2, 8, 0.3, 0, -1, 3, 7
CCCOC(=O)C(C)Sc1n[nH]c(=O)[nH]c1=O (centres undefined)
  0, -4, 0, -4, 5.8, -1, 0, 0, -5
COCCCNC(=O)CN(c1cc(Cl)cc(Cl)c1)S(C)(=O)=O
  3, -5, 4, -8, 1.2, 1, 6, 4, -4
COC(=O)c1ccc(NC(=O)CSC2=NCCN2)cc1
  0, 15, 0, 18, -0.8, 6, -5, 1, -6
CCOCc1nnc(NC(=O)c2cc(OC)c(OC)c(OC)c2)s1
  -20, 1, -2, 14, -1.8, 0, 1, 8, -7
O=C(CC1Nc2ccccc2NC1=O)NCC1COc2ccccc2O1 (centres undefined)
  -22, -9, 1, 9, -0.1, 0, 2, 1, -7
CCOC(=O)/C=C/C(=O)OCC(=O)Nc1ccc(Cl)cn1
  -8, 0, 3, -16, -1.9, 1, 2, 5, 1
O=C1N/C(=C/c2ccc(N3CCOCC3)cc2)C(=O)N1Cc1ccc(F)cc1
  -12, 2, 0, 0, 1.3, -3, 3, 2, -2
NS(=O)(=O)c1ccc(CCNC(=O)C2CCN(S(=O)(=O)c3cnc[nH]3)CC2)cc1
  2, 12, 1, 3, -0.1, 1, -2, 6, 1
CCCNC(=O)NC(=O)CSc1ccc(C)cc1C
  -33, -1, -1, 11, 2.3, -2, 5, 0, -6
COc1ccc(-c2nc(N)n(C(=O)c3cccs3)n2)cc1
  -13, 5, 2, 16, -0.9, 2, -1, 2, -6
COc1ccc(/C(N)=N/OC(=O)c2ccc3c(c2)OCO3)cc1
  -17, 2, 0, 1, 1.0, -1, -3, 2, -1
COc1cccc2c(=O)c(C(=O)NCc3cccs3)c[nH]c12
  16, -9, 5, 12, -0.2, 0, -1, 8, 3
Cc1ccc(NC(=O)CSc2nnc(COc3ccccc3C)o2)cc1
  -8, -3, -2, 6, -0.6, 0, -4, -2, -4
COc1ccc(C(=O)NN2CCCCC2)cc1OC
  -19, 3, -2, -1, -2.0, 2, 3, 1, 1
CC(C)CCn1nnnc1CN1CCN(c2ccc(F)cc2)CC1
  -14, 3, -1, 7, 1.1, -3, 9, 7, -8
O=[N+]([O-])c1ccc(Cl)cc1CNc1ccc(F)c(F)c1
  -18, 9, -2, -15, 1.6, 41, 2, 1, -5
Cc1cc(=O)[nH]c(-n2nc(C)c(Oc3ccccc3O)c2C)n1
  8, -1, 1, -24, 1.8, 3, -3, 6, 1
O=C(COc1ccccc1Cc1ccccc1)NCCCN1CCOCC1
  3, -12, -1, 18, 1.9, 0, /, -7, 7
Cc1c(-c2ccccc2)oc2c(C(=O)N3CCN(c4ccccc4F)CC3)cccc2c1=O
  -22, -21, -1, -12, 1.8, -3, 13, 4, -3
CCOc1ccc(N2C(=O)CC(NCc3ccc(F)cc3)C2=O)cc1 (centres undefined)
  -6, -5, -3, 3, 0.1, 1, 0, 1, -9
CCC(=O)Nc1cccc(-c2nnc(-c3cccc(NC(=O)CC)c3)o2)c1
  -6, 6, 0, 14, 0.8, -3, -1, -1, -1
COc1ccc(N=C2SC(CC(=O)Nc3ccccc3)C(=O)N2Cc2ccco2)cc1 (centres undefined)
  -6, 3, 4, -6, -2.9, 5, 6, 3, -3
CCOc1cc2c(cc1OCC)C(c1ccccc1OC)OC(=O)C2 (centres undefined)
  -10, -2, -1, -1, 2.1, 0, 4, 7, -6
CC(=O)C1=C(O)C(=O)N(CCO)C1c1ccccc1 (centres undefined)
  -8, 1, -5, 0, 1.1, /, 1, 0, -6
COC(=O)c1c(C)[nH]c(C=Nc2ccc(OC)cc2)c1C
  2, 6, -2, -2, 1.4, 0, /, 0, -5
CNC(=O)COC(=O)c1ccc(OCC(=O)Nc2ccccc2OC)c(OC)c1
  -23, 1, 1, -2, 0.2, 0, 4, 4, -3
CC(=O)Nn1cnc2c(c1=O)C1(CCCCC1)Cc1ccccc1-2
  -18, 10, -1, 19, 0.3, -1, 2, 5, -3
Cc1ccc(C(=O)C(C)OC(=O)c2ccccc2[N+](=O)[O-])cc1 (centres undefined)
  -32, 3, 3, -11, 0.6, -3, 6, -1, -6
Cc1ccccc1N1CCN(C(=O)c2ccc(Oc3ccc(C(F)(F)F)cn3)cc2)CC1
  -18, -25, -4, -16, 0.5, -5, 2, 2, -2
COc1ccc([C@H]2[C@@H](C#N)[C@H](C#N)N3CCCN23)cc1
  -21, 1, -3, 2, 1.2, -1, -1, 2, -5
CCC(C)Nc1nc(C)nc2c1oc1ccccc12 (centres undefined)
  -5, -8, -2, 19, 2.2, -1, /, 1, 8
CCCCN(C)C(=O)c1nc2ccccn2c1CN1CCC[C@H]1C(=O)OC
  -7, -10, 2, -2, 0.1, 0, 3, 11, -13
CCNCCNC(=O)c1c(O)c2c([nH]c1=O)CCCC2
  -14, 2, 0, -3, -1.9, 1, -5, 3, -8
CC(C(=O)Nc1cccnc1)c1ccc([N+](=O)[O-])cc1 (centres undefined)
  -22, -6, 1, 7, 3.1, -2, 2, 7, 0
Cc1ccccc1-c1ccc(=O)n(CC(=O)Nc2ccc(C(=O)N3CCCC3)cc2)n1
  -26, 10, 1, -2, 0.5, -2, -6, 5, -1
c1ccc(-n2c(Cc3cccnc3)nc3cnccc32)cc1
  8, 3, 0, 8, 2.0, /, -6, 1, -3
CC(=O)Nc1ccc(CN2CCCC(CO)(Cc3ccccc3C)C2)cc1 (centres undefined)
  -7, -8, 0, -7, -0.4, 0, -1, -1, 7
C/C(N)=C(/C#N)C(=O)CSc1nc2scc(-c3ccc(F)cc3)c2c(=O)n1C
  1, -2, 4, -7, -1.9, 0, -2, 7, -11
O=C(O)/C=C/C(=O)Nc1ccc2c(c1)NC(=O)CO2
  -8, 10, 2, -8, 0.2, 30, -2, 6, -4
Cc1cc(Br)c(NC(=O)CCl)c(Br)c1
  -12, 4, -5, 9, 1.2, -2, 3, 4, -5
O=[N+]([O-])c1cccc(COc2ncnc3cc([N+](=O)[O-])ccc23)c1
  -12, 12, -5, 27, -2.0, 1, /, 2, -7
CCCCC(=O)OCC(=O)c1[nH]c(C)c(C(C)=O)c1C
  -2, 2, 2, -11, 1.0, -2, 0, 18, -2
O=C(CCl)Nc1cccc(S(=O)(=O)NC2=NCCC2)c1
  20, -14, 3, -29, 1.5, 1, /, -1, -11
COc1ccc(OCCNC(=O)/C=C/c2ccc([N+](=O)[O-])cc2)cc1
  -27, -4, -1, -9, 1.3, -3, 11, 5, -1
CC1CCN(S(=O)(=O)c2ccc(NC(=O)CSc3ncccc3C(=O)O)cc2)CC1
  -2, 18, 0, 12, -0.3, 0, 3, 4, -8
Cc1ccc(C)n1C(CC(=O)O)c1ccc(C#N)cc1 (centres undefined)
  -8, -5, 2, 7, 4.4, 1, 0, 5, 4
Cc1cccc(NC(=O)COc2ccc(Br)cc2)n1
  -2, -21, -1, -5, -2.1, 1, 5, 7, -5
COc1cccc(NC(=O)c2ccc(CN3CCN(c4ccccc4)CC3)cc2)c1
  -2, 11, 0, 5, -0.4, 1, -15, 4, -13
O=C(O)CNC(=O)/C(=C/c1ccco1)NC(=O)/C=C/c1ccccc1
  -7, 9, -6, -6, -2.2, 2, 3, -2, -8

Further compounds
Every second line gives: S1P4 antag, NPY-Y2 PAM-ag, Ba/F3 V617F tox, NPY1 pot ag, S1P4 agonist, Runt-CBFb FRET, NPY-Y1 antag, BaF3 tox, RBBP9 inh
CCOC(=O)c1ccc(NC(=S)N(CCN(C)C)Cc2cccs2)cc1
  2, 2, -2, 8, 1.8, 0, 4, 6, -4
Cc1nc2c3c(sc2c(=O)[nH]1)NC(=O)CC3c1ccccc1Cl (centres undefined)
  -8, -12, 0, 11, -0.2, 1, /, 5, -10
Cc1ccc([N+](=O)[O-])cc1NC(=O)CN(C1CCCCC1)S(=O)(=O)c1ccc(Cl)cc1
  -5, 5, 5, 19, -1.0, 0, 2, 10, -14
Cc1ccc(/C=N/NC(=O)c2cccc(S(=O)(=O)Nc3ccccc3Cl)c2)o1
  -12, 6, 2, -15, 0.6, 2, -1, 4, -9
Cn1c(SCC(=O)NCc2ccco2)nc2ccccc2c1=O
  -1, 3, -3, -18, 2.2, 0, 1, -1, 5
Cc1ccc(C)c(C(=O)C(C)OC(=O)c2cccn2C)c1 (centres undefined)
  -9, 6, 1, -2, 0.1, -3, 5, 2, 0
CC1CCN(C(=O)c2ccc(SCc3ccccc3F)c([N+](=O)[O-])c2)CC1
  6, 10, -1, -2, -1.1, -1, 8, 4, -4
CCc1ccc(NC(=O)CSc2n[nH]c(C)c2[N+](=O)[O-])cc1
  -18, 4, 0, 5, -0.2, 0, 6, 11, -3
O=C(O)C1C2C=CC3(CN(CC(O)COc4ccccc4)C(=O)C13)O2 (centres undefined)
  -7, 12, -4, -9, 1.3, 0, 11, 0, 1

Screening data deposited in PubChem by several laboratories.
